# Screening data: PubChem, National Center for Advancing Translational Sciences (NCATS)
# TSHR antagonist = Antagonists of the Thyroid Stimulating Hormone Receptor: HTS campaign; 0.2% of 330,000 active; AID 504810, 2011; TSHR-expressing cells, TSH-stimulated cAMP HTRF, 2 h; active compounds read low; Thyrotropin receptor (Homo sapiens), P16473; activity change, negative = inhibition, % at 11.5 µM;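 active = activity change below a set negative limit, meaning inhibition stronger than a set level, cut at about -70% in these data; inconclusive = activity change between two set negative limits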; also: % is scaled to controls: 0 for no effect and ±100 for the full control effect
#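 TSHR-expressing cells were treated with compounds, then stimulated with TSH at EC80 (4nM final) for 2 hours at 37 deg C. Cellular cAMP was measured by HTRF competition between lysate cAMP and cAMP-d2 for a cryptate-labelled anti-cAMP antibody.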
# Coupling enz = qHTS Assay for Inhibitors of Fructose-1,6-bisphosphate Aldolase from Giardia Lamblia: Coupling assay counterscreen. coupling enzyme system counterscreen, AmpLite Red fluorescence. activity change, negative = inhibition, % at 58.2 µM, hits read low. 0.67% of 290,000 active. AID 2472, 2010; in the data active = activity change below about -30%; also: % is scaled to controls: 0 for no effect and ±100 for the full control effect
#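 First, compound is pin-transferred into glyceraldehyde-3-phosphate coupling-enzyme reagent at 57.5 uM final and held 10 min at RT. Next, substrate, coupling system and AmpLite Red are added. After 20 min RT, fluorescence (525/598 nm) is read.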
# TCR act = Activators of T cell receptors: qHTS campaign; primary human leukocytes, anti-CD3, IL-2 HTRF, 48 h; Potency, µM (top dose mostly 9.22 µM), for inactives: at the highest dose activation of IL-2 secretion, actives largely listed as activators; 330,000 tested, under 10 active; AID 504894, 2011; also: % of control where 0% means no effect
#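 IL-2 produced over 48 hr by a-CD3 bead-stimulated primary human leukocytes exposed to compounds was detected with a homogeneous time-resolved FRET immunoassay, 665nm acceptor signal after 320nm excitation.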
# GALK inhibitor = qHTS Assay for Inhibitors of Human Galactokinase (GALK) | P51570 | Purified GALK, Kinase-Glo residual ATP luminescence | Potency, µM (doses to about 57.5 µM), inactives show top-dose activity change, negative = inhibition, hits mostly inhibitors | 0.007% of 270,000 active | AID 1868, 2009; also: potency is read from the fitted curve at half-maximal effect; % is scaled to controls: 0 for no effect and ±100 for the full control effect
#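 5 nM enzyme, 35 uM ATP, 100 uM galactose, 20 mM HEPES pH8.0, 5 mM MgCl2; 1 h RT; residual ATP by Kinase-Glo Plus luminescence, qHTS format.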
# Giardia kill = Small Molecules that selectively kill Giardia lamblia: qHTS | Giardia lamblia trophozoite viability | activity change, % at 7.66 µM, hits read low | 0.15% of 340,000 active | AID 540267, 2011; in the data active = activity change below about -80%; inconclusive = between about -30% and that limit;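 also: parasites exposed to compound for two days anaerobically before the ATP read; % is scaled to controls: 0 for no effect and ±100 for the full control effect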
#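 Viability, read as ATP luminescence: trophozoites at 100 cells/well, compound added, 48 hrs anaerobic at 37 deg C, then 15-30 min room-temperature development before reading.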
# MLL CXXC-DNA inh = qHTS Fluorescence Polarization Assay for Inhibitors of MLL CXXC domain - DNA interaction | 0.037% of 290,000 active | Histone-lysine N-methyltransferase 2A (Homo sapiens), Q03164 | MLL-CXXC / FITC-HOXA9 DNA fluorescence polarization | Potency, µM (series often up to 115 µM), for the others: at the highest dose activity change, negative = inhibition, usual class: inhibitors; active = well fitted inhibition curve with a large enough effect in the polarisation, with a control signal flat, not every such curve was filed as active; inconclusive = small, poorly fitted or top-dose-only effect, or effect the other way, or a change in a side signal; inactive = no such curve, though single readings can be large or run the other way; the % refers to the polarisation; also: potency is read from the fitted curve at half-maximal effect
#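 Purified MLL-CXXC (added from a 7 uM solution) was preincubated 5 min at ambient with pinned compounds in 50 mM Tris-HCl pH 7.5, 50 mM NaCl, 1 mM DTT, 0.05% BSA. Fluorescein-labeled HOX-A9 DNA (50 nM solution) followed, 30 min, then polarization read.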
# AT treatment = qHTS Assay for Identifying a Potential Treatment of Ataxia-Telangiectasia; […] A-T fibroblasts, KAP-1 phosphorylation AlphaLISA; neocarzinostatin DNA damage 30 min before lysis; Potency, µM (top dose mostly 57.5 µM), inactives show top-dose activation, most hits filed as activators; 0.19% of 320,000 active; AID 485349, 2010; also: potency is read from the fitted curve at half-maximal effect; % of control where 0% means no effect; nearly all actives have a fitted effect of over 45% in size
#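 ATM-like activity read as KAP-1 phosphorylation via AlphaLISA donor/acceptor antibody pairs after lysis and 6 hr at 25C. Cells were ATM-null patient fibroblasts ([…], hTERT), dosed 60 min, then exposed to the DSB inducer NCS for 30 min.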
# Tb PFK block = qHTS Assay to Find Inhibitors of T. brucei phosphofructokinase; T. brucei PFK, ADP-Glo luminescence; Potency, µM (titrated, usually from 57.5 µM), inactives show top-dose activity, negative = inhibition, hits mostly inhibitors; 0.17% of 330,000 active; AID 485367, 2010;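 also: potency is read from the fitted curve at half-maximal effect; 0% = uninhibited 1x PFK enzyme wells and -100% = no-enzyme wells; nearly all actives have a fitted effect of over 60% in size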
#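 PFK 1.25 nM, F6P 0.5 mM, ATP 0.1 mM, 0.1 M TEA pH 8.0, 5 mM MgCl2, 0.01% Tween20, 0.1% BSA; 45 min RT. ADP-Glo readout. qHTS titration up to 57 uM; curves fitted, compounds curve-classed.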
# KCNH2 WT inh = qHTS for Inhibitors of KCHN2 3.1: Wildtype qHTS; AID 720551, 2013; 0.37% of 340,000 active; Voltage-gated inwardly rectifying potassium channel KCNH2 (Homo sapiens), Q12809; activity change, % at 1.84 µM; U2OS, BacMam KCNH2, thallium flux FluxOr; active compounds read low;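 active = maximum activity change below -70%; inconclusive = maximum activity change between -70% and -50%; inactive = maximum activity change above -50%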; also: % is scaled to controls: 0 for no effect and ±100 for the full control effect
# Target sequence (Q12809 whole entry, looked up): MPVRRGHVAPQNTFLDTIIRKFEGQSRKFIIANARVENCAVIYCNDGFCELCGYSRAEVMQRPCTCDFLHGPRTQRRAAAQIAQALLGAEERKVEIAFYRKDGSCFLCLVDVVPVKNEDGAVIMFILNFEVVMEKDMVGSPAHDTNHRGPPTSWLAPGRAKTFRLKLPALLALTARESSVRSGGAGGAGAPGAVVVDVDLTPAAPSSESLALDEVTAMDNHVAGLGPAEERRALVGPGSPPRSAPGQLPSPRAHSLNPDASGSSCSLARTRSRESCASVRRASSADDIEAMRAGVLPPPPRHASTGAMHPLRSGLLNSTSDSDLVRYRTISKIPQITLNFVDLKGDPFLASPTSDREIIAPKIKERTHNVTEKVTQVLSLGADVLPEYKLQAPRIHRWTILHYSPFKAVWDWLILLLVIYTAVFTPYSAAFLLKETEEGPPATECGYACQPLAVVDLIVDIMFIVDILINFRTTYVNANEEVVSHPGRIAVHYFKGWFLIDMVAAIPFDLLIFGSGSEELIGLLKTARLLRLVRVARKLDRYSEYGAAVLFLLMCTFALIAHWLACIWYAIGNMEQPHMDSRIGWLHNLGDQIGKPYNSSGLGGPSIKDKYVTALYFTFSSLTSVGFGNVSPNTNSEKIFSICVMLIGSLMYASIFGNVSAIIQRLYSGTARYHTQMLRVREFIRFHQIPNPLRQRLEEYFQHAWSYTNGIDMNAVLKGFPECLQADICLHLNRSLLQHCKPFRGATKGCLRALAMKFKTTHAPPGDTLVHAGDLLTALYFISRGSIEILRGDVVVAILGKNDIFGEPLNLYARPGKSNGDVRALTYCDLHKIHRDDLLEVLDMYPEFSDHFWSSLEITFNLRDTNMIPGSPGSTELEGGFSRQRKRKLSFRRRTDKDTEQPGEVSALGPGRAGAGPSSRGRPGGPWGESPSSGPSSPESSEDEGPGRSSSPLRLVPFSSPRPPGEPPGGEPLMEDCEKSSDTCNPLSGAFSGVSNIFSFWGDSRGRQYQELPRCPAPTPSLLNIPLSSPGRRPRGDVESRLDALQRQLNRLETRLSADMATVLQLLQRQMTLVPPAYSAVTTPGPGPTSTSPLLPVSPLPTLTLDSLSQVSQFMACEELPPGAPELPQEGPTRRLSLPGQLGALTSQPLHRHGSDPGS
#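 U2OS cells transduced with wild-type KCNH2 virus are loaded with FluxOr dye for 45 min, and thallium flux is measured in kinetic reads before and after stimulation buffer. Rate constants are normalized to DMSO controls.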
# Chronic BCR inh = qHTS Assay to Find Inhibitors of Chronic Active B-Cell Receptor Signaling | ABC-DLBCL IkBa-CBG/CBR reporter, luminescence ratio, 4 h | Potency, µM (top dose mostly 46.1 µM), without a hit: at the highest dose ratio change, negative = lower green/red ratio, usual class: inhibitors | 0.05% of 340,000 active; active = well fitted inhibition curve with a large enough effect in the signal ratio, with a control signal flat, not every such curve was filed as active; inconclusive = small, poorly fitted or top-dose-only effect, or effect the other way, or a change in a side signal; the % refers to the signal ratio;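 also: potency is read from the fitted curve at half-maximal effect; plate controls were basal doxycycline-induced cells for no effect and cells given 10 µM MG132 for full effect; MG132 reads +100%, hits lower the ratio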
#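 Concentration-response series (up to 46 uM) were applied to TMD8 dual-reporter cells for 4 h at 37C with doxycycline. Green/red ratio, after filter-overlap correction, defined %Activity; red signal alone was normalised to basal cells and zero luminescence.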
# An asterisk follows results filed as active; u = inconclusive; x = not tested or not shown; [ ] = dose if it differs, or a comment. Unless noted, calls follow the shape of the dose curve; as a rule, active = well fitted curve in the direction sought with a large enough effect; inconclusive = small, poorly fitted or top-dose-only effect, or another doubt; inactive = no such curve, though single readings can be large; an effect the other way counts as inactive or inconclusive.
1: COc1cccc2cc(C(C)N(CCCN3CCOCC3)C(=S)Nc3c(C)cccc3C)oc12 (stereo not drawn)
2: C=CCC(CC)C(=O)NC(=O)N1CCCc2ccccc21 (stereo not drawn)
3: O=C(N/N=C/c1ccccc1O)C(=O)N1CCCCCC1
4: O=C(NCC(=O)N1CCN(c2ncccn2)CC1)c1ccccc1OC(F)F
5: O=C(Cc1ccc(Cl)cc1)Nc1ccc(S(=O)(=O)Nc2ncccn2)cc1
6: C1=CC2CC1CC2CN1CCN(c2ccccc2)CC1 (stereo not drawn)
7: CC(C)(C)NC(=O)/C(=C/c1ccco1)c1ccccc1
8: COC(=O)CCC(=O)OC1(C)C(=O)C2=CN(c3ccccc3)C(c3ccc(OC)cc3)=CC2=C(Br)C1=O (stereo not drawn)

compound no.	1	2	3	4	5	6	7	8
TSHR antagonist	-3	8	0	-9	19	-8	8	x
Coupling enz	-2	0	x	x	11	1	2	-12
TCR act	-8%	-2%	-4%	-1%[46.1 µM]	2%	2%	x	-1%
GALK inhibitor	-2%	6%	-3%	x	-9%	-1%	-2%	x
Giardia kill	-3	-23	26	-21	u	-24	-30	12
MLL CXXC-DNA inh	-2%	u	4%	x	5%	-2%	-8%	x
AT treatment	3%	u	20%	1%	20%	-1%	2%	x
Tb PFK block	-8%	7%	1%	-5%	21µM*	-5%	3%	x
KCNH2 WT inh	14	-5	3	1	-3	7	-2	-17
Chronic BCR inh	u	-6%	-3%	u	u	15%	0%	x

9: C=CCOc1ccc(/C=C2/C(=N)N3N=C(CC(=O)N4CCCC4)SC3=NC2=O)cc1OC
10: Cn1c(SCC(=O)Nc2ccc(F)cc2)nnc1C1CC1
11: O=C(Nc1ccc(Cl)cn1)c1ccccc1[N+](=O)[O-]
12: Cc1cc(C(=O)COC(=O)c2cnccn2)c(C)n1-c1ccc(Br)cc1
13: CC(C)(C)c1cc(C(F)(F)F)nc(SCCCNC(=O)c2ccco2)n1
14: CCn1c(SCC(=O)c2ccc(O)c(O)c2)nnc1-c1ccccc1
15: Cc1onc(-c2ccccc2)c1C(=O)N1CCN(S(=O)(=O)c2ccc(OC(F)(F)F)cc2)CC1
16: COc1ccccc1N1CCN(c2ccc3cc(S(=O)(=O)N4CCCCC4)ccc3n2)CC1

compound no.	9	10	11	12	13	14	15	16
TSHR antagonist	2	2	1	3	-19	-4	10	-22
Coupling enz	10	1	1	x	-2	0	3	-11
TCR act	1%	-17%	7%	-4%[46.1 µM]	3%	-1%	8%	-258%
GALK inhibitor	-3%	10%	2%	x	1%	1%	4%	0%
Giardia kill	-15	-9	u	-7	-13	3	7	28
MLL CXXC-DNA inh	-22%	7%	4%	x	-20%	-21%	1%	54%[activator]
AT treatment	-2%	5%	-1%	1%	x	-16%	1%	-2%
Tb PFK block	1%	3%	-3%	-4%	-4%	-11%	0%	0%
KCNH2 WT inh	-1	7	-3	2	-1	-3	2	-2
Chronic BCR inh	4%	-10%	u	1%	10%	-13%	-30%	11%

17: COc1cc(/C=N/NC(=O)CN(CCc2ccccc2)S(=O)(=O)c2ccc(NC(C)=O)cc2)cc(OC)c1OC
18: Cc1csc(NC(=O)c2ccc(COc3ccccc3)o2)n1
19: NNC(=O)COc1ncn(-c2ccccc2)n1
20: Cc1nn(CC(=O)NC(=O)c2ccccc2)c(C)c1[N+](=O)[O-]
21: CCN(CC(=O)Nc1ccccc1C(F)(F)F)C(=O)c1ccccc1Sc1ccccc1C#N
22: CC(C)(C)NC(=O)CSc1nncn1NCc1cccc2ccccc12
23: O=C(CSc1nc2ccccc2c(=O)n1CCCN1CCOCC1)NC12CC3CC(CC(C3)C1)C2
24: CCCOc1ccc(C2C(C(=O)c3ccco3)=C(O)C(=O)N2CCN2CCOCC2)cc1OC (stereo not drawn)

compound no.	17	18	19	20	21	22	23	24
TSHR antagonist	-3	15	x	27	22	-4	11	0
Coupling enz	2	-3	-1	x	x	3	3	1
TCR act	4%[46.1 µM]	3%	6%	-1%	28%	-1%	13%	x
GALK inhibitor	1%	10%	2%	x	x	0%	7%	-3%
Giardia kill	-18	-7	6	7	-24	-2	-12	x
MLL CXXC-DNA inh	u	11%	-1%	x	x	-2%	-2%	0%
AT treatment	-1%	-4%	x	-3%	3%	x	-6%	-3%
Tb PFK block	-1%	-7%	x	4%	0%	0%	0%	-2%
KCNH2 WT inh	0	1	7	-4	-1	4	12	x
Chronic BCR inh	u	u	x	-3%	-1%	u	-9%	0%

# Full records as entered above. Order of values: TSHR antagonist, Coupling enz, TCR act, GALK inhibitor, Giardia kill, MLL CXXC-DNA inh, AT treatment, Tb PFK block, KCNH2 WT inh, Chronic BCR inh
# CC(C)(C)NC(=O)CSc1nncn1NCc1cccc2ccccc12 is entered as -4, 3, -1%, 0%, -2, -2%, x, 0%, 4, u
# O=C(CSc1nc2ccccc2c(=O)n1CCCN1CCOCC1)NC12CC3CC(CC(C3)C1)C2 is entered as 11, 3, 13%, 7%, -12, -2%, -6%, 0%, 12, -9%
# CCN(CC(=O)Nc1ccccc1C(F)(F)F)C(=O)c1ccccc1Sc1ccccc1C#N is entered as 22, x, 28%, x, -24, x, 3%, 0%, -1, -1%
# Cc1csc(NC(=O)c2ccc(COc3ccccc3)o2)n1 is entered as 15, -3, 3%, 10%, -7, 11%, -4%, -7%, 1, u
# Cc1nn(CC(=O)NC(=O)c2ccccc2)c(C)c1[N+](=O)[O-] is entered as 27, x, -1%, x, 7, x, -3%, 4%, -4, -3%

# 3 of the entries above in order of the TSHR antagonist value, smallest number first:
cpd | mol | TSHR antagonist
24 | CCCOc1ccc(C2C(C(=O)c3ccco3)=C(O)C(=O)N2CCN2CCOCC2)cc1OC (stereo not drawn) | 0
21 | CCN(CC(=O)Nc1ccccc1C(F)(F)F)C(=O)c1ccccc1Sc1ccccc1C#N | 22
20 | Cc1nn(CC(=O)NC(=O)c2ccccc2)c(C)c1[N+](=O)[O-] | 27

# Next section:
25: CS(=O)(=O)N(CC(=O)NCC1CCCO1)c1cccc(Cl)c1 (stereo not drawn)
26: C=CCn1c(Sc2nnc(C)s2)nc2c1c(=O)[nH]c(=O)n2C
27: CCOC(=O)C1C(=O)NC(N2CCCCC2)=NC1c1ccco1 (stereo not drawn)
28: CC(=O)c1sc(Nc2cccc(C)c2)nc1C
29: Nc1cc(=O)[nH]c(SCC(=O)Nc2cc(Cl)cc(Cl)c2)n1

compound no.	25	26	27	28	29
TSHR antagonist	-19	6	22	4	2
Coupling enz	-2	-1	7	-2	-3
TCR act	-2%	-4%	7%	0%	3%
GALK inhibitor	-1%	5%	-3%	-1%	-2%
Giardia kill	-3	-3	-15	-24	3
MLL CXXC-DNA inh	-4%	-2%	1%	7%	33%[activator]
AT treatment	1%	-2%	1%	6%	3%
Tb PFK block	-2%	3%	-15%	0%	-8%
KCNH2 WT inh	-3	3	5	3	-6
Chronic BCR inh	21%	u	u	2%	u

# Some entries already given, showing only KCNH2 WT inh and MLL CXXC-DNA inh:
entry	Structure	KCNH2 WT inh	MLL CXXC-DNA inh
21	CCN(CC(=O)Nc1ccccc1C(F)(F)F)C(=O)c1ccccc1Sc1ccccc1C#N	-1	x
22	CC(C)(C)NC(=O)CSc1nncn1NCc1cccc2ccccc12	4	-2%
23	O=C(CSc1nc2ccccc2c(=O)n1CCCN1CCOCC1)NC12CC3CC(CC(C3)C1)C2	12	-2%
